PvdQ inh – P. aeruginosa PvdQ acylase inhibitors, primary screen, biochemical, fluorescence, plate reader and imaging, single point; PvdQ acylase [Pseudomonas aeruginosa LESB58]; 340,000 compounds, 0.063% hits; inhibition, % at 10 µM; purified PvdQ acylase; in the data active = inhibition above about 30%, passing the limit was not always enough;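 note: 0% = vehicle neutral wells and 100% = reference inhibitor wells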
MITF TRPM1 HTS – activators of MITF-driven TRPM1 promoter reporter, primary screen, cell-based, SK-MEL-5, luciferase, single point; activation, % at 12.5 µM; 300,000 compounds, 0.75% hits; SK-MEL-5 TRPM1-promoter luciferase, 24 h; % of positive control, neutral wells = 0;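 active = mean activation of at least 80% with every replicate also reaching 80%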;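 note: 0% = neutral control wells and 100% = parthenolide positive control wells; values of inactives mirror those of a sister screen read the other way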
Rtt109 Vps75 – inhibitors of C. albicans Rtt109/Vps75 HAT, primary screen, biochemical, ThioGlo CoA-SH fluorescence, plate reader. 330,000 compounds, 0.16% hits. purified Rtt109/Vps75, 4 h. inhibition, % at 34.9 µM. AID 540336, 2011;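 active = inhibition of at least 50% in every replicate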
Target sequence (Q5AAJ8 whole entry, looked up): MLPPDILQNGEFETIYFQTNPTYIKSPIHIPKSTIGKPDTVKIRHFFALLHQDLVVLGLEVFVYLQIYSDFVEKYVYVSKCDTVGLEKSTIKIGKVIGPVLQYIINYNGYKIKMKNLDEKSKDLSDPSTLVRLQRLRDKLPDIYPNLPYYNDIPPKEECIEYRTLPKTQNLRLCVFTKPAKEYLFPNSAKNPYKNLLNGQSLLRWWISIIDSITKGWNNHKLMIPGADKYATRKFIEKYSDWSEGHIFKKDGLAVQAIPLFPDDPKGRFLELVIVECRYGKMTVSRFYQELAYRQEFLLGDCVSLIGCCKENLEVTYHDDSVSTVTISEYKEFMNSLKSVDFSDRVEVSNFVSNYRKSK
RTF Ca sens act – cardiac RTF calcium sensitivity activators, primary screen, biochemical, IANBD-TnC fluorescence, EC20 calcium. Troponin I, cardiac muscle (Homo sapiens) + Troponin T, cardiac muscle (Homo sapiens) + …. IANBD-labeled TnC RTF fluorescence at EC20 calcium; 0% EC20 calcium, 100% full calcium. activation, % at 7.2 µM. 340,000 compounds, 0.24% hits;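 active = activation above the mean over all tested compounds plus 3 SD, cut at about 30% in these data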;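 note: rise in fluorescence read as greater calcium sensitivity of cardiac thin filaments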
CDK5 p35 inh – inhibitors of human CDK5/p35 kinase, primary screen, biochemical, single concentration; 330,000 compounds, 0.01% hits; Cyclin-dependent kinase 5 (Homo sapiens) + Cyclin-dependent kinase 5 activator 1 (Homo …; inhibition, % at 10 µM; Recombinant CDK5/p35, ADP-Glo luminescence, 60 min;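 active = highest replicate inhibition of at least 50% and at least 75% of replicates reaching 50%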;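 note: plate controls were DMSO neutral control for no effect and GW8510 at 10 µM for full effect; many of its hits are not listed in these tables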
HTR5A ag – HTR5A agonists in luminescence cell assay, primary screen, counter-screen for OPRM1-OPRD1 heterodimer agonist project, full-deck HTS; 5-hydroxytryptamine receptor 5A (Homo sapiens), P47898; cell-based; activation, % at 9.3 µM; 340,000 compounds, 0.61% hits; AID 504692, 2011; in the data active = activation mostly above about 9.5%, no sharp cut-off; inactive = mostly below about 7.6%;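 note: 0% = cells with vehicle only and 100% = reference agonist; strong numbers were not always called active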
dFosB activator – activators of delta FosB homodimer, primary screen, biochemical, fluorescence polarization, TAMRA-CDK5 oligo, single point. purified delta FosB; percent of positive-control signal above neutral wells. activation, % at 25 µM. 340,000 compounds, 0.99% hits;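 active = mean activation above about 17%, with every replicate also reaching it, limit read from the data, passing the limit was not always enough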;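 note: fluorescence polarization rise as delta FosB binds a TAMRA Cdk5 AP-1 oligo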
Target sequence (P13346 whole entry, looked up): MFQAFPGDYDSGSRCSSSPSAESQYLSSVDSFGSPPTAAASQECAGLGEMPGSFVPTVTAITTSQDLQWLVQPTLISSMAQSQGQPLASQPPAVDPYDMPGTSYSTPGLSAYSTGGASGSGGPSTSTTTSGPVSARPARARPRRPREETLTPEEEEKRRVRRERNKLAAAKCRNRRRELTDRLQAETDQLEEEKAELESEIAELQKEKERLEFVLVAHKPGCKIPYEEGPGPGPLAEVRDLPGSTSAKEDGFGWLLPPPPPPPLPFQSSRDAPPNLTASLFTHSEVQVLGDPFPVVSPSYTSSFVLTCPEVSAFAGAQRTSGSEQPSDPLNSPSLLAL
SR-BI DiI-HDL act – activators of SR-BI mediated DiI-HDL uptake, primary screen, ldlA[mSR-BI] CHO cells, DiI fluorescence | 3 h; 100 = double the neutral-control signal | activation, % at 12.5 µM | 320,000 compounds, 0.096% hits;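 active = mean replicate activation of at least 60% and every replicate at or above 60%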;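 note: 0% = median plate neutral-control signal and 100% = twice that signal; values of inactives mirror those of a sister screen read the other way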
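Material – SR-BI-overexpressing, LDLR-lacking CHO cells · Medium – BSA-supplemented, HEPES-buffered Ham's F12, pH 7.4 · Doses – single concentration · Times – compound with DiI-HDL co-incubation, 3 h at 37 °C · Measured by – bottom-read fluorescence, 550/595 nm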
Wnt act – Wnt/beta-catenin pathway activators, primary screen, cell-based, plate reader, single point; activation, % at 9.35 µM; 300,000 compounds, 1.2% hits; Wnt/beta-catenin reporter cell assay, activator; in the data active = activation above about 30%, passing the limit was not always enough;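 note: 0% = neutral control wells and 100% = positive control wells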
SR-BI DiI inh – inhibitors of SR-BI mediated HDL lipid uptake, primary screen, ldlA[mSR-BI] cells, fluorescence, single point. inhibition, % at 12.5 µM. ldlA[mSR-BI] CHO cells, DiI-HDL uptake fluorescence, 3 h. Scavenger receptor class B member 1 (Mus musculus), Q61009. 320,000 compounds, 0.96% hits;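 active = mean replicate inhibition of at least 70% and a set share of replicates each scoring 70 or more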;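 note: 0% = median of neutral control wells and 100% = median of positive control wells; values of inactives mirror those of a sister screen read the other way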
Numbers without * were called inactive; · = not tested or not shown; & = joins results of further samples. No enrichment for hits; any-hit rate near 4.4%.

Structure,Rtt109 Vps75,Wnt act,RTF Ca sens act,CDK5 p35 inh,MITF TRPM1 HTS,SR-BI DiI-HDL act,SR-BI DiI inh,PvdQ inh,HTR5A ag,dFosB activator
CN1CCN(c2ncccc2S(=O)(=O)N2CCCCC2)CC1,0,·,0,-0.6,1,12,-12,-3,-3,-2
COC(=O)c1ccc(CNC(=O)COC(=O)c2cccs2)cc1,-3,-1,-2,-0.6,9,3,-3,-7,0,-1
NC(=O)Cn1c(=O)n(C2CCCCC2)c(=O)c2c3c(sc21)CCCCC3,8,·,7,-0.5,-1,47,-47,4,-1,44*
CC1(C)CC2CC(C)(CN2S(=O)(=O)c2ccc(C(=O)Nc3cccc(S(=O)(=O)N4CCOCC4)c3)cc2)C1 (stereo not drawn),-18,-3,-1,-1.5,-17,-43,43,-19,1,-15
O=C(CSc1nc2ccsc2c(=O)n1NC(=O)c1ccccc1)NCc1ccco1,-2,·,-7,-0.2,8,6,-6,4,0,-2
C[C@H](CO)N1C[C@H](C)[C@H](CN(C)CC2CCCCC2)Oc2ccc(NS(=O)(=O)c3ccc(F)cc3)cc2CC1=O,10,-7,-3,-0.6,0,47,-47,-3,4,-2
O=C(CCCC(=O)N(CC(=O)NC1CCCCC1)c1ccc(F)cc1)Nc1ccccn1,-8,-2,2,-0.3,2,6,-6,16,1,2
COc1cc(OC)cc(C(=O)NC(C)CNc2ccc(Cl)cc2[N+](=O)[O-])c1 (stereo not drawn),4,-1,-6,-0.2,8,-79,79*,-2,-5,-7
Cc1cc(NC(=O)CC23CC4CC(C2)CC(CC(=O)Nc2cc(C)on2)(C4)C3)no1,·,·,2,-1.0,·,2,-2,-9,-4,-1
Cc1cc(C)c(-c2csc(NC(=O)c3n[nH]c(=O)c4ccccc34)n2)c(C)c1,1,0,-5,1.9,-12,-45,45,10,3,1
COc1ccc(CCN(C)C(=O)N2CCOCC2)cc1OC,2,2,9,0.1,·,9,-9,-6,3,3
O=C(CSc1nnc(-c2ccccc2Cl)o1)N1CCCCC1,-3,9,-13,1.9,64,5,-5,-2,-4,1
CCCCN(CCCC)S(=O)(=O)c1ccc(N2CCCC2=O)c([N+](=O)[O-])c1,-6,0,8,1.0,·,-43,43,-13,2,-10
NC(=O)C1CCN(c2ccc(C(F)(F)F)cc2[N+](=O)[O-])CC1,-1,-4,-5,-2.8,0,-11,11,-6,-4,0
OC(COCC1COc2ccccc2O1)CN1CCN(c2ccccn2)CC1 (stereo not drawn),5&6,-3,1&-3,-0.7&-1.0,4&21,-24&3,24&-3,-13&-13,-1&-2,-3&0
O=C(CN1C(=O)NC2(CCCC2)C1=O)Nc1cc(C(F)(F)F)ccc1N1CCOCC1,7,-1,-3,0.1,-10,-1,1,4,2,-13
Cn1c(=O)c2[nH]c(Cc3cccc(O)c3)nc2n(C)c1=O,9,-7,-6,-0.3,-15,-3,3,-15,-2,4
COc1cccc(-c2nnc(SCC3CNC(=O)O3)n2-c2ccc(Cl)cc2)c1 (stereo not drawn),0,·,-6,0.8,11,-6,6,-1,-3,1
COc1cc(/C=N/O)ccc1OCc1ccc(C(=O)O)cc1,3,-29,3,-1.6,-96,37,-37,-17,2,2
CS(=O)(=O)c1ccc(CNC(=O)C2(C(F)(F)F)C/C(=C\Cc3ccccc3)CCCO2)cc1 (stereo not drawn),3,-1,3,-3.2,21,-24,24,-2,-4,-8

Sorted by the number under PvdQ inh (largest number first): three from the list above
SMILES	PvdQ inh
O=C(CSc1nnc(-c2ccccc2Cl)o1)N1CCCCC1	-2
NC(=O)C1CCN(c2ccc(C(F)(F)F)cc2[N+](=O)[O-])CC1	-6
COc1cc(/C=N/O)ccc1OCc1ccc(C(=O)O)cc1	-17

Next part
Structure,Rtt109 Vps75,Wnt act,RTF Ca sens act,CDK5 p35 inh,MITF TRPM1 HTS,SR-BI DiI-HDL act,SR-BI DiI inh,PvdQ inh,HTR5A ag,dFosB activator
COc1ccc(/C=N/n2c(C3CCCCC3)n[nH]c2=S)c(OC)c1,-4,3,-6,2.2,5,-13,13,-10,-1,-21
COc1ccc2c(c1)CC(C1(O)C(=O)N(C)c3ccccc31)C2=O (stereo not drawn),8,·,0,1.3,-13,-85,85*,-10,6,3
CCOCCSc1n[nH]c(=O)n1CCc1ccccc1,5,-3,2,1.2,6,7,-7,3,-2,0
COc1ccc(S(=O)(=O)Nc2ccc3c(c2)COC3=O)cc1OC,·,·,7,-0.2,·,5,-5,0,-2,4
NC(=O)N/N=C/c1cccc(C(F)(F)F)c1,5,2,-2,-5.7,-8,·,·,-25,-4,1
O=C(c1ccc(Cl)c(Cl)c1)N1CCOCC1,-9,-2,2,-0.4,·,5,-5,-15,5,-1
CC(NC(=O)COC(=O)c1c[nH]c2ccccc12)c1ccccc1 (stereo not drawn),0,-3,0,0.3,-8,-1,1,5,1,-2
CCOC(=O)C1=C(C)N(CCO)C(=O)NC1c1ccccc1 (stereo not drawn),-5,-1,-6,-1.5,-8,5,-5,11,3,-9
Cc1c(NC(=O)Nc2c(Cl)cccc2Cl)c(=O)n(-c2ccccc2)n1C,-1,0,-8,0.9,5,6,-6,-14,-4,-6
Cc1nc(NCCc2ccc(F)cc2)c2nnn(Cc3ccccc3)c2n1,-1,-2,-4,0.8,-3,-4,4,-7,-4,-1
O=C(N/N=C/c1ccc(OCC(=O)N2CCOCC2)cc1)c1ccccc1Cl,-3,-2,-3,1.7,1,-15,15,0,1,-2
Cc1ccc(S(=O)(=O)NCC(=O)OCC(=O)N(C)C2CCCCC2)cc1,6,0,1,-0.8,0,19,-19,-4,5,-4
CCOc1ccc(C(CC(=O)O)NS(=O)(=O)c2ccc(C)cc2)cc1OC (stereo not drawn),-1,·,-5,-0.6,-7,-15,15,-22,-4,1
C/C(=N/NC(=O)CSCc1ccc(Cl)cc1)c1cccc(NC(=O)c2ccccc2)c1,-1,-1,5,-1.5,-4,-81,81*,-18,3,38*
O=C(NC1CCCCC1)C(c1ccc(F)cc1)N(CCN1CCOCC1)C(=O)c1ccc(-c2ccccc2)[nH]1 (stereo not drawn),-1,-11,-3,1.1,4,18,-18,-7,-4,-3
COc1ccc(N2C(=O)C3CCCN3C2c2cccc(OC)c2)cc1 (stereo not drawn),-4,-2,5,1.1,3,9,-9,-14,-2,-4
COc1ccc(/C=C/C(=O)O)cc1S(=O)(=O)NCc1cccnc1,0,1,-1,-1.0,7,23,-23,-1,0,-4
COCCCn1c(C(=O)NC2CCCCC2C)cc2c(=O)n3cccc(C)c3nc21 (stereo not drawn),-13,-3,-2,·,-3,18,-18,-1,-2,5
COc1ccc(Cc2n[nH]c(=S)n(N)c2=O)cc1,0,0,3,0.4,-6,6,-6,-10,1,7
CCOC(=O)CC(=O)CSc1nc(-c2ccccc2)cc(-c2ccccc2)c1C#N,-32,1,-4,1.0,15,-24,24,-18,-1,4
CC(C)NC(=O)COC(=O)/C=C/c1ccco1,6,13,-6,0.3,1,16,-16,6,-5,-2
CC(=O)Nc1ccc(C(=O)NCC(c2ccco2)N(C)C)cc1 (stereo not drawn),-1,1,2,-1.5,-7,1,-1,-5,1,-3
COc1ccc(Nc2nc(NCCCN3CCOCC3)nc(N)c2[N+](=O)[O-])cc1,-11,4,0,0.8,·,-4,4,4,6,9
O=C(CNC(=O)c1ccco1)NCC(=O)OCC(=O)c1ccc(Cl)c([N+](=O)[O-])c1,-4,-1,4,-5.8,-6,·,20,-4,-10,-7
O=C(COC(=O)CCC(=O)c1cccs1)NCc1cccs1,0,-2,-2,1.0,4,·,·,-4,2,4
Cn1nc(C(=O)OCc2ccc(F)cc2)c2ccccc2c1=O,5,-2,1,2.0,5,-3,3,7,3,-15
Cc1cc(C)nc(CCNC(=O)c2cc(COc3ccccc3)on2)n1,-3,-3,-2,-1.0,3,34,-34,-11,5,-6
O=C(COC(=O)CSc1cccc2cccc(Cl)c12)Nc1ncc(C(F)(F)F)cc1Cl,-4,-1,-2,0.2,-9,-10,10,0,7,-7
CC(=O)N1CCC(N(CCN2CCOCC2)C(=S)Nc2ccc(C)c(C)c2)CC1,1,1,-2,0.4,-1,·,·,11,1,-16
Cc1cc(S(=O)(=O)Nc2cccc(Cl)c2)c(C)s1,3,-1,·,-2.6,16,-3,3,-8,·,-6
C[C@H](NC(=O)c1cccc([N+](=O)[O-])c1)C(=O)OCC(=O)c1ccccc1Br,-7,12,4,1.2,1,4,-4,6,-6,-3
CC(=O)Nc1ccc(NC(=O)CN(C)CC(=O)Nc2ccccc2Br)cc1,2,-2,-2,-0.5,-14,-22,22,-13,-6,1
O=C1C(Cl)=C(N2CCCCCC2)C(=O)N1c1ccc(Br)cc1,-2,3,2,-2.5,·,-34,34,-4,-1,-2
CCN1CCc2c(C#N)c(NCc3ccccc3)nc(NCCO)c2C1,-46,-7,9,0.7,·,14,-14,-18,-4,-8
Cc1ccc(N(CC(=O)NCCc2ccc(Cl)cc2)S(=O)(=O)c2c(C)noc2C)cc1,-6,-1,3,0.4,-12,11,-11,-9,-4,-5
S=c1[nH]nc(Cc2sc(-c3ccccc3)nc2-c2ccccc2)o1,19,-1,-2,0.5,-11,-32,32,-5,5,-5
CCOc1ccccc1NC(=O)N1CCc2ccccc2C1,1,3,1,0.8,-3,-31,31,-12,-2,-7
COc1ccc(NC(=O)CN(C)C(=O)CCNS(=O)(=O)c2ccc(Br)cc2)cc1,-2,0,1,1.4,-7,-13,13,-14,3,-3
COc1ccc(-c2csc(Nc3ccc(C)cn3)n2)cc1OC,-10,29,-5,-1.6,55,-77,77*,-7,9,6
Cc1onc(-c2ccccc2)c1C(=O)N/N=C/c1ccc([N+](=O)[O-])c(O)c1,-8,0,7,0.5,2,·,-45,-3,20*,-6
CC(OC(=O)c1ccccc1Nc1ccc(SC(F)F)cc1)C(N)=O (stereo not drawn),0,-5,-21,2.6,-10,-25,25,-7,-2,-1
